Assay outcomes as filed in PubChem BioAssay.
IEC-6 cytotox – IEC-6 cytotoxicity, counter-screen for KLF5 inhibitors. hit rate 0.78% among 290,000. inhibition, % at 5 µM. luminescence viability; in the data active means inhibition above about 22%;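 further: 0% = plate median of test compound wells and 100% = cytotoxic reference compound wells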
TRPC6 inh – mouse TRPC6 channel inhibition | Q61143 | HEK293-TRPC6, membrane potential dye, ACh-evoked depolarization; hits give low values | B-score at 10 µM | hit rate 1.1% among 310,000 | AID 2553;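 active means B-score under library mean minus 3 SD, initial fluorescence not abnormally high, positive integrated signal ratio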;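 further: B-score derived from integrated fluorescence ratio over the kinetic read; more negative B-score means stronger inhibition of depolarization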
TRPC6 activator – mouse TRPC6 channel activation; hit rate 0.13% among 310,000; AID 2550; B-score at 10 µM; HEK293-TRPC6 membrane potential dye fluorescence; hits give high values; Q61143;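 active means B-score of the integrated fluorescence ratio above library mean plus 3 SD, and starting fluorescence ratio within library mean plus 5 SD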;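 further: higher score means more depolarization so channel activation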
TRPC4 block – TRPC4 (mouse) channel inhibition. B-score at 10 µM. AID 2247. hit rate 0.39% among 300,000. HEK293 TRPC4beta/mu-opioid, DAMGO-evoked Fluo4 calcium flux; hits give low values. Q9QUQ5;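 active means B-score over 3 SD under the library average, no early fluorescence shift, positive overall ratio signal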
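Assay system: HEK293 cells with stable TRPC4beta plus mu-opioid receptor expression; Probe or stimulus: DAMGO in two steps, submaximal then maximal; Dosing: single-point compound dosing; Measured by: Fluo4 calcium-dye fluorescence, kinetic read; Read-out basis: B score from integrated Fluo4 fluorescence ratio.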
HIF activator – HIF pathway transcriptional activation; U2OS HRE-luciferase reporter, luminescence; normalized: DMSO 0%, desferrioxamine 100%; activation, % at 7.5 µM (by protocol); hit rate 0.32% among 300,000; AID 1910;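 active means mean activation of at least 10% of the iron chelator positive control signal, with at least half of replicates also reaching 10%; inconclusive means mean and replicate majority disagree about reaching 10%; inactive means mean and most replicates under 10%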
KLF5 inhibitor – inhibitors of KLF5 expression; DLD-1 KLF5 promoter-luciferase reporter, luminescence; inhibition, % at 5 µM; hit rate 0.23% among 290,000; AID 1700;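 active means inhibition above a per-plate limit of that plate's mean compound inhibition plus 3 SD, cut at about 60% in these data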;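 further: 0% = DMSO wells and 100% = LY294002 at 200 µM; higher means less KLF5 promoter-driven luciferase light; inactives centre near -14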
aSyn 5UTR inh – 5' untranslated region of α-synuclein, MLPCN primary screen; alpha-synuclein 5'UTR reporter, inhibitor activity; inhibition, % (tested at 7.5 µM); hit rate 0.82% among 300,000; AID 1813; in the data active means inhibition above about 60%; inconclusive means no clear call, values can overlap the other calls;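 further: H4 neuroglioblastoma cells stably carrying SNCA 5'UTR luciferase fusion; 0% = DMSO wells and 100% = positive control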
TRPC4 act – TRPC4 (mouse) channel activation | Q9QUQ5 | HEK293 TRPC4beta/mu-opioid, Fluo4 calcium fluorescence; hits give high values | B-score at 10 µM | hit rate 0.49% among 310,000 | AID 2237;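 active means B-score above 5 SD of library B-scores, and initial fluorescence ratio not above library mean plus 5 SD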;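 further: positive B-score marks a calcium rise read as TRPC4 activation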
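System – HEK293 cells stably co-expressing mouse TRPC4beta and mu-opioid receptor · Signal – Fluo4 calcium-sensitive dye fluorescence, kinetic, 1 Hz baseline · Benchmarks – buffer (low) and maximal DAMGO (high) · Read-out – B score of integrated fluorescence ratio per well · Incubation – dye loading 45 min room temperature, 110 s kinetic read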
MrgX1 antagonist – human MrgX1 receptor antagonism, primary screen. hit rate 1.3% among 310,000. MRGX1-HEK293 calcium flux, Fluo-4, BAM8-22 antagonism; hits give low values. AID 588676. Q96LB2. B-score at 10 µM;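 active means calcium-response B-score plate-corrected more than 3 library SD below zero, starting fluorescence within 5 deviations, no agonist response on first addition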;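 further: peak minus trough fluorescence over baseline after final BAM8-22 challenge near maximal dose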
Target sequence (Q96LB2 whole entry, looked up): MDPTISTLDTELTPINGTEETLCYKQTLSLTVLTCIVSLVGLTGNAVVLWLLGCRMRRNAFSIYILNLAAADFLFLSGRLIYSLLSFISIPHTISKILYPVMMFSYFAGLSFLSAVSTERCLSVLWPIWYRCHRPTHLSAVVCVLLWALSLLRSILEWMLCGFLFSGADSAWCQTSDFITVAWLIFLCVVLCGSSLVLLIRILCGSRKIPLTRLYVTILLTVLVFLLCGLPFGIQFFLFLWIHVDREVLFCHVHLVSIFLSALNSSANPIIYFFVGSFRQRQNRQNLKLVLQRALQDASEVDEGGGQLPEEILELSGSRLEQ
TRPC4 PAM – allosterically enhances the mouse TRPC4 cation channel; Q9QUQ5; HEK293 TRPC4beta/mu-opioid, DAMGO EC20, Fluo-4 Ca2+ flux; hits give high values; B-score at 10 µM; hit rate 0.42% among 310,000; AID 2227;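 active means B-score of calcium response area above 5 SD of library B-scores, with initial fluorescence ratio within 5 SD of library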;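 further: B-score of integrated fluorescence ratio over time as area under calcium response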
SKKanGAS inh – blocks kanamycin growth of S. pyogenes SKKanGAS strain; BacTiter-Glo, 6 h; inhibition, % at 7.5 µM; hit rate 1.3% among 300,000;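 active means mean replicate score, as percent of positive control median, at least 50; inconclusive means mean below 50 but one replicate at or above 50; inactive means mean and every replicate below 50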;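 further: strain carries kanamycin resistance gene driven by streptokinase promoter and grows in 40 µg/ml kanamycin; loss of luminescence reflects streptokinase promoter inhibition or plain growth inhibition; 0% = median of DMSO wells and 100% = positive control at its reference dose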
* = called active by the depositor; i = inactive; u = inconclusive; x = not tested or not shown.

The line under a structure holds: IEC-6 cytotox, TRPC4 act, KLF5 inhibitor, SKKanGAS inh, TRPC4 block, aSyn 5UTR inh, TRPC4 PAM, MrgX1 antagonist, TRPC6 activator, TRPC6 inh, HIF activator
Nc1nc(SCC(=O)O)[nH]c(=O)c1NC(=O)c1ccccc1F
    3, i, -11, -15, i, -8, i, i, i, i, -0.2
COc1cccc(NS(=O)(=O)c2cc3[nH]c(=O)c(=O)[nH]c3cc2C)c1
    -8, i, -31, 6, i, -8, i, i, i, i, -0.5
COc1ccc(N=C(C)C2=C(O)c3ccccc3C2=O)cc1
    -3, i, -82, -1, i, -22, i, i, i, i, -0.1
Cc1cc(NC(=O)COC(=O)CCS(=O)(=O)c2ccc(C)c(C)c2)no1
    -4, i, -22, -4, i, -11, i, i, i, i, -0.5
Fc1ccccc1CSc1nnc(-c2cccnc2)o1
    -4, i, -66, -12, i, -69, i, i, i, i, 0.3
C=CCC(C=C)[N+]1(CC(=O)OC)CCCCC1 (stereo unspecified)
    1, i, -25, 7, i, 19, i, i, i, i, -0.1
CC(C)(C)c1nc2ccccc2c2nnc(SCC(=O)Nc3nc4ccccc4s3)n12
    1, i, -13, 23, i, 26, i, i, i, i, 0.2
CC(NCc1cccn1C)c1ccccc1 (stereo unspecified)
    1, i, 6, 0, i, -16, i, i, i, i, 0.0
COc1ccc(-n2cnnc2SCC(=O)c2cc(C)n(Cc3cccs3)c2C)cc1
    -2, i, -16, 13, i, -3, i, i, i, i, 0.1
Cc1cc(Cl)ccc1Oc1ncc(CN2CCN(c3ccccc3)CC2)s1
    0, i, -16, -2, i, 5, i, i, i, i, -2.3
C/C(=N/OC(=O)c1cccc(Cl)c1)c1nccs1
    -3, i, -8, -4, i, -5, i, i, i, i, -0.2
CC(CN1CCOCC1)OC(=O)CCc1ccccc1 (stereo unspecified)
    -5, i, 4, -2, i, -2, i, i, i, i, 0.0
CCN(CC)S(=O)(=O)c1ccc(OC)c(NC(=O)CC2CCCC2)c1
    -1, i, -1, 6, i, -1, i, i, i, i, -0.2
CCOc1ccc(CCNC(=O)CCc2nc3ccccc3[nH]2)cc1OCC
    -5, i, -10, -3, i, 22, i, i, i, i, 0.0
COc1ccc(CCNc2cc(C)nc(N)n2)cc1OC
    -6, i, -30, -3, i, 11, i, i, i, i, -18
CCN(CC(=O)Nc1c(F)cccc1F)C(=O)CSCC(=O)Nc1cc(C)on1
    x, i, x, 3, i, -6, i, i, i, i, -0.8
Cc1cc(=O)oc2c3c(cc(OCC(=O)NC(Cc4ccc(Cl)cc4)C(=O)O)c12)OC(C)(C)CC3 (stereo unspecified)
    -4, i, -4, 13, i, 7, i, i, i, i, 0.1
NC(=O)c1ccc(NC(=O)COC(=O)CCSc2ccccc2)cc1
    0, i, -27, -13, i, 5, i, i, i, i, 0.1
O=C(NCc1ccc2[nH]c3c(c2c1)CCCC3)c1ccc(S(=O)(=O)N2CCCCC2)cc1
    -4, i, 8, 11, i, 2, i, i, i, i, 0.0
COc1ccc(-c2nc(C#N)c(N3CC(C)OC(C)C3)o2)cc1OC (stereo unspecified)
    -3, i, -5, -4, i, 10, i, i, i, i, 0.1
Cc1cc(C)c(NC(=O)C2CCCN(S(=O)(=O)c3c(C)noc3/C=C/N(C)C)C2)c(C)c1 (stereo unspecified)
    4, i, -20, -1, i, -7, i, i, i, i, -0.5
C[C@H]1Oc2ccccc2C(=O)C1C(=O)c1ccccc1 (stereo partly specified)
    x, i, x, 9, i, -100, i, i, i, i, 0.3
CCOc1ccc2ccccc2c1/C=N\NC(=O)c1ccc([N+](=O)[O-])cc1
    3, i, -26, -1, i, 9, i, i, i, i, 0.6
CC1(C)CC(=O)c2c(O)cc(OCC(=O)Nc3ccc(S(N)(=O)=O)cc3)cc2O1
    -4, i, -16, -2, i, 6, i, i, i, i, -0.2
O=C(NCc1ccco1)C(c1ccco1)N(CCc1ccccc1)C(=O)Cn1nnc2ccccc21 (stereo unspecified)
    2, i, -10, 5, i, 13, i, i, i, i, -0.5
COc1ccc(C(=O)NC2CCCc3c2cnn3-c2cc(F)cc(F)c2)c(OC)n1 (stereo unspecified)
    13, i, -1, 7, i, 18, i, i, i, i, 0.8
Nc1nc(-c2ccccc2)c(N=Nc2ccccc2Cl)s1
    9, i, 29, -6, i, -18, i, i, i, i, -0.7
Cc1cnc(NC(=O)Cc2ccccc2F)s1
    -5, i, -26, -5, i, -11, i, i, i, i, 0.6
COc1cccc(-c2ccc(-c3noc(-c4ccccc4F)n3)c(OC)n2)c1
    -9, i, 18, 29, i, -34, i, i, i, i, -0.5
CCN(CC(=O)NCc1ccc(Cl)cc1)C(=O)c1ccc(S(=O)(=O)N(C)C)cc1
    -6, i, -2, -6, i, 7, i, i, i, i, 0.1
COc1ccc(CN2C(=O)C(CC(C)C)Nc3ncnc(N4CCOCC4)c32)cc1 (stereo unspecified)
    x, i, x, -4, i, 14, i, i, i, i, 0.0
CC1(C)CN=C(N(C(=O)Nc2ccccc2)c2ccccc2F)S1
    -2, i, -20, 0, i, -6, i, i, i, i, -0.1
C=CCNC(=O)C(=O)Nc1cc2c3c(c1)CCC(=O)N3CCC2
    4, i, -24, 0, i, -32, i, i, i, i, -0.8
S=C(NC1CCCCC1)NC1CC2C=CC1C2 (stereo unspecified)
    4, i, -28, 1, i, -2, i, i, i, i, 0.1
Cc1ccc(NS(=O)(=O)c2c(C)[nH]c(C)c2C(=O)N2CCCC2)cc1
    3, i, -24, -2, i, 6, i, i, i, i, -0.4
CC1(C)N=C(N)N=C(N)N1c1cccc(CN)c1
    2, i, -30, -16, i, -1, i, i, i, i, 0.3
CCS(=O)(=O)N1N=C(c2cccs2)CC1c1cc2cc(C)ccc2nc1Cl (stereo unspecified)
    -10, i, -27, 1, i, -67, i, i, i, i, 1.4
CCOc1ccccc1-n1c(=S)sc2c(=O)n(-c3ccccc3)c(=S)[nH]c21
    -2, i, -13, 3, i, -5, i, i, i, i, 0.3
CC(=O)Nc1c(OC(C)=O)ccc2c(C)cc(=O)oc12
    1, i, -26, -5, i, 8, i, i, i, i, -0.1
O=C(CCCCn1c(=O)[nH]c2ccsc2c1=O)NCc1ccc2c(c1)OCO2
    2, i, -2, -2, i, 14, i, i, i, i, -0.2
CN1/C(=C\C(=O)COC(=O)C2COc3ccccc3O2)C(C)(C)c2ccccc21 (stereo unspecified)
    -5, i, -47, 9, i, 2, i, i, i, i, 1.4
CCOC(=O)N1CCN(C(c2ccc(Cl)cc2)c2sc3nc(C)nn3c2O)CC1 (stereo unspecified)
    x, i, x, 3, i, 7, i, i, i, i, -0.1
CC1CC(C)CN(S(=O)(=O)c2cc3c4c(c2)CCC(=O)N4CCC3)C1 (stereo unspecified)
    x, i, x, 23, i, -8, i, i, i, i, -0.3
O=C(CCc1nc2ccccc2c(=O)[nH]1)Nc1nc(-c2cccs2)cs1
    x, i, x, 18, i, -89, i, i, i, i, -0.3
CCS(=O)(=O)C1=NN2C(=N)/C(=C\c3ccc(OC(=O)c4ccco4)cc3)C(=O)N=C2S1
    -9, i, -27, 13, i, -13, i, i, i, i, 0.7
CCC1CCC2(CC1)NC(=O)N(CC(=O)c1c(C)[nH]c3ccccc13)C2=O (stereo unspecified)
    0, i, -11, 1, i, 9, i, i, i, i, -0.1
Cc1ccc(C)c(C(=O)OCC(=O)N(C)c2ccccc2)c1
    -7, i, 2, -2, i, 4, i, i, i, i, 0.6
O=C(CSc1ccc(-c2ccccn2)nn1)NCc1ccc(Cl)cc1
    -2, i, -21, 2, i, -4, i, i, i, i, 0.0
CCN(CC)c1ccc(-n2cc3c(=O)n(C)c(=O)n(C)c3c2)cc1
    4, i, 5, u, i, -118, i, i, i, i, -0.3
O=C1C(=O)N(Cc2ccco2)C(c2cccc(Cl)c2)/C1=C(\O)c1ccc2c(c1)OCCO2 (stereo unspecified)
    3, i, -17, 6, i, -11, i, i, i, i, 0.6

Other records
The line under a structure holds: IEC-6 cytotox, TRPC4 act, KLF5 inhibitor, SKKanGAS inh, TRPC4 block, aSyn 5UTR inh, TRPC4 PAM, MrgX1 antagonist, TRPC6 activator, TRPC6 inh, HIF activator
CC(=O)/C(=C/N(C)C)C(=O)Nc1ccc(Cl)cc1Cl
    5, i, -11, 3, i, -13, i, i, i, i, -0.3
CCOC(=O)N1CCC(NC(=O)CCc2cn(C)c3ccccc23)CC1
    -5, i, -16, 0, i, 16, i, i, i, i, -0.1
COc1cccc(-c2nc(CS(=O)(=O)CC(=O)N3CCN(C)CC3)c(C)o2)c1
    6, i, -4, -3, i, -1, i, i, i, i, -0.2
COc1ccc(-c2nnn(CC(=O)N(C3CCCCC3)C(C)C(=O)NC3CCCC3)n2)cc1OC (stereo unspecified)
    2, i, -19, 2, i, -3, i, i, i, i, -0.2
CC(C)CNC(=O)/C(C#N)=C1\N=C(NC(=O)c2ccco2)c2ccccc21
    -8, i, -15, 0, i, -27, i, -4.8*, i, i, 0.3
CC1(c2nnc(-c3ccc(F)cc3)o2)CC(c2ccc(Cl)cc2)=NO1 (stereo unspecified)
    x, i, x, -4, i, 6, i, i, i, i, -0.7
C/C=C/c1ccc(OCCCN2C(=O)NC(C)(C)C2=O)c(OC)c1
    -4, i, 9, -7, i, -35, i, i, i, i, 1.3
Cc1ccsc1/C=N/N1CCN(C2c3ccccc3-c3ccccc32)CC1
    4, i, 19, 16, i, -11, i, i, i, i, 1.1
COC(=O)c1cc(S(=O)(=O)NCc2ccc(F)cc2)cn1C
    -2, i, 18, 3, i, 7, i, i, i, i, -0.3
CCC(=O)Nc1ccc(S(=O)(=O)NCc2ccco2)cc1
    -2, i, -26, -8, i, 9, i, i, i, i, 0.1
CC(C)(C)OC(=O)NCCCC[C@@H](C(=O)N1CCN(C(=O)OC(C)(C)C)CC1)n1cc(C(CO)NC(=O)OC(C)(C)C)nn1 (stereo partly specified)
    6, i, -9, 2, i, 16, i, i, i, i, -0.8
CC(=O)Nc1ccc(OCc2ccc(S(=O)(=O)Cc3ccccc3)cc2)cc1
    4, i, 1, 13, i, -17, i, i, i, i, -0.2
COC(=O)C(C)NC(=O)c1cn(-c2ccccc2OC)c(=O)c2ccccc12 (stereo unspecified)
    -5, i, -29, -2, i, 14, i, i, i, i, -1.6
COc1ccc(N2C(=O)CC(N3CCN(c4ccc(Cl)cc4)CC3)C2=O)cc1 (stereo unspecified)
    4, i, -7, -4, i, 16, i, i, i, i, 0.7
